LGR2 inh: inhibitors of bursicon-induced LGR2 CRE-luciferase signal, primary screen, cell-based, HEK293, CRE-luciferase reporter, bursicon stimulation; inhibition, % at 9.99 µM; Drosophila bursicon receptor LGR2 (rickets); bursicon-stimulated, 4 h; AID 720647, 2013; 0.35% of 380,000 active;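 active = drop in luminescence signal, shown as inhibition above about 50% in the replicate tests, limit read from the data, passing the limit was not always enough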;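 also: agonist challenge used bursicon conditioned medium at about half maximal strength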
PGC1a acetyl inh: inhibitors of PGC1a acetylation signal, primary screen, cell-based, U2OS, AlphaScreen, inhibitor mode; AlphaScreen anti-acetyl-lysine; with virally co-expressed GCN5 acetyltransferase; inhibition, % at 15.6 µM; 0.17% of 350,000 active; AID 651687, 2012;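 active = every replicate shows inhibition of at least 40%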;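 also: 0% = neutral control wells and 100% = positive control wells; some results beyond the cut were filed as inactive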
FN deposit inh: inhibitors of fibronectin matrix deposition, primary screen, AH1F cells, Alexa488-fibronectin fluorescence, plate reader | inhibition, % at 12.6 µM | AID 743247, 2014 | 0.086% of 350,000 active | AH1F fibroblasts, overnight;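 active = mean inhibition across replicates of 30% or more, regardless of how many single replicates reach that level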;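 also: positive control wells lacked labelled fibronectin entirely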
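Material – AH1F fibroblast monolayer, labelled fibronectin deposition · Reagent – labelled fibronectin 24 nM · Timing – 1 h adhesion, overnight exposure · Measured by – fluorescence at 485 nm excitation, 525 nm emission · Read-out – inhibition of fibronectin deposition signal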
PAX8 inh HTS: inhibitors of PAX8-driven TPO luciferase reporter, primary screen, RMG-I cells, single concentration; 1.2% of 360,000 active; inhibition, % at 12.6 µM; SteadyGlo, 24 h;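 active = mean replicate inhibition at least 60% with every replicate also reaching 60%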;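 also: luciferase light reporting Pax8 driven TPO promoter activity; plate controls were median of neutral control wells for no effect and mitoxantrone controls for full effect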
EWS-Fli block: EWS/Fli-driven NR0B1 reporter inhibitors, primary screen, A673 cells, NR0B1 luciferase, luminescence, MLPCN library. inhibition, % at 12.6 µM. AID 651661, 2012. 0.67% of 350,000 active. viability-normalised;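 active = mean inhibition of at least 50% after viability correction, with every replicate also passing that limit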;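 also: firefly luciferase signal divided by Alamar Blue viability fluorescence both relative to DMSO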
Cneo AK release: Cryptococcus neoformans cell lysis inducers, primary screen, AK release luminescence, single concentration. C. neoformans lysis, adenylate kinase release luminescence, 4 h; normalised: neutral wells 0, clomiphene wells 100. lysis activity, % at 15 µM. 0.2% of 360,000 active. AID 651654, 2012;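 active = mean lysis activity across replicates of at least 80%, whatever share of replicates individually reach that level; inactive = mean lysis activity below 80%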
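Assay system: Cryptococcus neoformans yeast cells / Dosing: single-point compound dose / Timing: 4 h at 37 °C static, read 1 h later / Measured by: luminescence of released adenylate kinase using an AK detection reagent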
CASP6 VEID inh: human caspase-6 inhibitors, primary screen, biochemical, VEID-R110 fluorescence, single point, set 2; P55212; purified caspase-6, Z-VEID-R110 cleavage fluorescence; inhibition, % at 12.5 µM; 0.53% of 350,000 active;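 active = mean inhibition across replicates at least about 35%, with every replicate also reaching that limit, limit read from the data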;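 also: 0% = median of neutral control wells and 100% = no fluorescence left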
Target sequence (P55212 24-179 limits assumed): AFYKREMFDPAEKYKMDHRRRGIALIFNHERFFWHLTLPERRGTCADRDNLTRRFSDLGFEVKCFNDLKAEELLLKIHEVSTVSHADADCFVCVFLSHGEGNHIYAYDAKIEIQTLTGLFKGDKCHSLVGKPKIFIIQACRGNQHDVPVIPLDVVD
Target sequence (P55212 194-293 limits assumed): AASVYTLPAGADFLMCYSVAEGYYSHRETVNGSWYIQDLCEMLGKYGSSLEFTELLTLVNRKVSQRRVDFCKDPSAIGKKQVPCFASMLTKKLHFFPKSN
miR-122 sensor: miR-122 Renilla sensor signal increase in Huh7, primary screen, miR-122 inhibitor project, cell-based, single point, plate reader. AID 602342, 2012. activation (reporter increase), % at 12.5 µM. Huh7 miR-122 Renilla luciferase sensor, 48 h; neutral wells = 0, positive control = 100. 0.3% of 340,000 active;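 active = mean replicate activation score at least 90 and every replicate individually at or above 90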;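 also: higher luciferase means less miR-122 activity so hits act as miR-122 inhibitors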
An asterisk follows results filed as active; nt = not tested or not shown; [ ] = another dose, or the depositor's remark.

The first 5 records, ahead of the listing:
SMILES | LGR2 inh | PGC1a acetyl inh | FN deposit inh | PAX8 inh HTS | EWS-Fli block | Cneo AK release | CASP6 VEID inh | miR-122 sensor
CCOC(=O)c1ccc(-c2ccc3c(=O)c4ccccc4n(C)c3c2)cc1F | -24 | nt | 4 | -18 | 5 | -1 | 5 | nt
CNC(=O)Cn1nc(C)c(S(=O)(=O)N2CCOCC2)c1C | -4 | nt | 2 | 8 | 5 | -3 | 1 | nt
O=C(Nc1ccc(Cl)cc1)OCc1ccccn1 | nt | -13 | 8 | -207 | nt | -3 | nt | -5
CC1=CC(C)(C)NC(=S)N1c1ccc(Cl)cc1 | -10 | 7 | 0 | 13 | 3 | -1 | 3 | nt
CCCc1nnc(NC(=O)CCC(=O)NCCc2ccc(Cl)cc2)s1 | -18 | 2 | -7 | -3 | nt | 1 | -1 | 2

The list itself, from the start:
SMILES | LGR2 inh | PGC1a acetyl inh | FN deposit inh | PAX8 inh HTS | EWS-Fli block | Cneo AK release | CASP6 VEID inh | miR-122 sensor
CCOC(=O)c1ccc(-c2ccc3c(=O)c4ccccc4n(C)c3c2)cc1F | -24 | nt | 4 | -18 | 5 | -1 | 5 | nt
CNC(=O)Cn1nc(C)c(S(=O)(=O)N2CCOCC2)c1C | -4 | nt | 2 | 8 | 5 | -3 | 1 | nt
O=C(Nc1ccc(Cl)cc1)OCc1ccccn1 | nt | -13 | 8 | -207 | nt | -3 | nt | -5
CC1=CC(C)(C)NC(=S)N1c1ccc(Cl)cc1 | -10 | 7 | 0 | 13 | 3 | -1 | 3 | nt
CCCc1nnc(NC(=O)CCC(=O)NCCc2ccc(Cl)cc2)s1 | -18 | 2 | -7 | -3 | nt | 1 | -1 | 2
O=C(CCN1CCCCC1)N[C@@H]1CC[C@@H](CCn2cc(-c3ccccc3)nn2)O[C@H]1CO | 22 | 11 | nt | -7 | -1 | -1 | 1 | nt
COCCN(C[C@H]1[C@H](c2ccccc2)[C@@H](CO)N1C(=O)C1CCC1)C(C)=O | -11 | 10 | nt | 5 | -1 | 2 | nt | -8[16.7 µM]
CO/N=C/c1cccn1-c1nccc(OC)c1C#N | -6 | 8 | -8 | 15 | 1 | nt | 0 | -7
O=C(NNC(=O)c1cc(-c2cccc(Br)c2)nc2ccccc12)c1csc(N2CCOCC2)n1 | -10 | 11 | -8 | 21 | -2 | -5 | -3 | -7
CCN(CC)S(=O)(=O)c1ccc(S(=O)(=O)N2CCC(N3CCCCC3)CC2)cc1 | -9 | nt | 1 | -5 | 1 | -9 | -3 | nt
C[C@@H]1CN([C@H](C)CO)S(=O)(=O)c2ccc(-c3cccc(F)c3)cc2O[C@H]1CN(C)C(=O)C1CC1 | 14 | -7 | 4 | 7 | 3 | -1 | nt | nt
Cc1ccc(-c2ccc3c(c2)O[C@H](CN(C)C)[C@H](C)CN([C@H](C)CO)S3(=O)=O)cc1 | -13 | -43 | 2 | 5 | -7 | -2 | -2 | -2[16.7 µM]
O=C(OCC(=O)N1CCCC1)c1ccc(O)cc1 | 6 | nt | 4 | -1 | -1 | 0 | -1 | -1
S=C(Nc1ccccc1Cl)N1CCCC1 | 16 | 6 | 1 | -5 | 5 | 13 | 4 | -3
CCC(=O)Nc1ccc2c(c1)C(=O)N(C)C[C@@H](OC)[C@H](C)CN[C@H](C)CO2 | -11 | -5 | -9 | nt | -1 | -11 | -5 | -3[16.7 µM]
CN(C)C(=S)NC(=O)C12CC3(C)CC(C)(CC(C)(C3)C1)C2 | nt | -28 | 1 | 7 | 17 | 3 | 1 | -4
COc1ccc2[nH]c3c(=O)n(CCCN4CCOCC4)cnc3c2c1 | 14 | -11 | -7 | -11 | 3 | 1 | -6 | -2
COc1cc(/C=C/C(=O)OCC(=O)Nc2c(C)n(C)n(-c3ccccc3)c2=O)cc(OC)c1OC | -3 | -13 | -6 | -4 | 2 | 2 | 0 | -6
COc1ccc(C(CCO)NC(=O)c2cccs2)cc1OC (configuration not stated) | -29 | 10 | 11 | -7 | 7 | -1 | -1 | 0
O=C(COc1ccc(F)cc1)NCCN1CCCC1 | 10 | -3 | 5 | -4 | 13 | -1 | -138 | 6
COc1ccc(OC)c(C2=NOC(C(=O)NCc3ccco3)C2)c1 (configuration not stated) | nt | -1 | 4 | 6 | nt | -4 | nt | -3
CC1(C(=O)NNC(=O)C2CCCCC2)CC1(Cl)Cl (configuration not stated) | -4 | 1 | 1 | -2 | -5 | 2 | 2 | -3
Cc1ccc(-c2nnn3c2nc(NCCc2ccc(S(N)(=O)=O)cc2)c2ccccc23)cc1 | -4 | nt | 3 | 0 | 2 | -1 | -1 | 0
N#CCSc1ccccc1NC(=O)COC(=O)CCNC(=O)c1ccc([N+](=O)[O-])cc1 | -2 | 6 | nt | -13 | -2 | -2 | 4 | -2
O=C(CSc1nnc(-c2ccccc2)o1)Nc1ccccc1F | 24 | nt | 22 | 26 | 78* | 0 | -3 | -11

Next part.
SMILES | LGR2 inh | PGC1a acetyl inh | FN deposit inh | PAX8 inh HTS | EWS-Fli block | Cneo AK release | CASP6 VEID inh | miR-122 sensor
COc1ccc(C(Nc2ccc(S(=O)(=O)NCC3CCCO3)cc2)C(=O)NC(C)(C)C)cc1OC (configuration not stated) | -16 | -5 | nt | -20 | -6 | nt | -2 | nt
O=S(=O)(N[C@@H]1CC[C@H](CCn2cc(-c3ccccc3F)nn2)O[C@@H]1CO)c1ccc(F)cc1 | -11 | nt | nt | 3 | 3 | nt | 1 | nt
CCc1cccc(CC)c1-n1c(-c2cccnc2)n[nH]c1=S | 2 | 3 | -9 | -5 | -13 | nt | -4 | nt
C/C=C/c1ccc([C@H]2[C@H](CO)N(S(=O)(=O)CC)C23CN(C(=O)CC)C3)cc1 | -3 | 5 | nt | nt | 0 | nt | -1 | nt
Cc1ccc(S(=O)(=O)N2CCOCC2)cc1NC(=O)COC(=O)Cc1ccccc1 | 15 | 31 | -6 | 9 | -1 | -2 | -1 | nt
C/C=C/c1ccc([C@H]2[C@@H](CO)N(c3nc(CC)cs3)[C@H]2C#N)cc1 | -1 | -1 | -8 | -13 | -1 | 1 | -1 | nt
O=C(c1ccc2ncsc2c1)N1CCN(c2ccccc2Cl)CC1 | -6 | -7 | nt | -39 | -36 | -1 | 7 | 11
CC(=O)N1CCN(S(=O)(=O)c2cccc(C(=O)Nc3ccc(F)c(F)c3)c2)CC1 | 4 | nt | 3 | 15 | 6 | 2 | 0 | 4
CN(CCc1ccccn1)C1CCCN(S(=O)(=O)c2ccccc2Cl)C1 (configuration not stated) | 12 | 20 | 7 | 10 | 2 | -1 | 5 | 12
CCCCc1ccc(NC(=O)CSc2nc(=O)n(CCN3CCOCC3)c3c2CCC3)cc1 | -4 | nt | -5 | 6 | 13 | nt | -2 | nt
O=C(Nc1ccccc1)C1CCOC1=O (configuration not stated) | -1 | 2 | 3 | -10 | -1 | -4 | 0 | -5
CCC(C)NC(=O)C1CCN(c2nc(C)cc(C)n2)CC1 (configuration not stated) | nt | 2 | 3 | nt | nt | -3 | nt | 5
COc1ccc2c(c1)Cc1sc(NC(=O)c3cccnc3)nc1-2 | 7 | -3 | 4 | -16 | -58 | nt | 35 | nt
COc1cccc(C(=O)Nn2cnnc2)c1 | nt | 15 | -3 | 6 | -2 | nt | -3 | -4
Cc1ccc2c(c1)cc(CN(Cc1ccc3c(c1)OCO3)C(=O)c1cnccn1)c1nnnn12 | nt | 0 | 4 | nt | nt | -4 | nt | -4
O=C(C[C@@H]1CC[C@@H]2[C@H](COC[C@H](O)CN2Cc2ccc3c(c2)OCO3)O1)Nc1ccccc1 | -14 | 2 | -4 | -63 | 3 | -4 | 0 | -1[16.7 µM]
COc1cc2c(cc1OC)CC(=O)N(C)CC2 | 3 | nt | 1 | 26 | 2 | nt | 1 | nt
C[C@H](O)C#Cc1cnc2c(c1)C(=O)N([C@@H](C)CO)C[C@H](C)[C@@H](CN(C)C(=O)CN1CCOCC1)O2 | 17 | 16 | nt | 7 | 0 | 10 | 3 | -2[16.7 µM]
C[C@@H](O)C#Cc1ccc2c(c1)O[C@H](CN(C)CC1CC1)[C@@H](C)CN([C@@H](C)CO)S2(=O)=O | 3 | -18 | nt | nt | 3 | nt | nt | 0[16.7 µM]
Cc1ccccc1-n1cc(C(=O)c2cc(Cl)ccc2O)cc(C#N)c1=O | -5 | nt | 3 | 7 | nt | -3 | nt | 2
CCc1ccccc1CC1CN(Cc2ccccc2)Cc2ccccc2N1c1ccc(OC)cc1 (configuration not stated) | -16 | nt | -8 | 11 | -4 | nt | 1 | nt
COc1ccc(/C=C(/NC(=O)c2ccccc2)C(=O)Nc2cccc(C(=O)O)c2)cc1 | -1 | nt | 5 | -2 | -3 | 2 | 1 | nt
Cc1ccc(S(=O)(=O)C2(C(=O)Nc3ccc(Br)cc3)CC2)cc1 | 6 | -11 | -2 | -12 | 7 | nt | 1 | nt
COCCNC(=O)C[C@H]1CC[C@@H]2[C@@H](COc3ccc(NC(=O)Nc4cccc(F)c4)cc3C(=O)N2C)O1 | 6 | -2 | -9 | 8 | 4 | -2 | 2 | -27[16.7 µM]
CCC(=O)Nc1ccccc1C(=O)N1CCOCC1 | nt | 7 | -2 | nt | nt | -1 | nt | 4

The results go on.
SMILES | LGR2 inh | PGC1a acetyl inh | FN deposit inh | PAX8 inh HTS | EWS-Fli block | Cneo AK release | CASP6 VEID inh | miR-122 sensor
COc1ccc(CCNC(=O)CO/N=C/c2cc3c(cc2Br)OCO3)cc1OC | -1 | -7 | 9 | 20 | 0 | -2 | 1 | -2
O=C(O)c1ccc(C=NN=Cc2ccco2)cc1 | -8 | nt | 0 | -5 | 6 | nt | 2 | nt
COc1cccc(C#Cc2cnc3c(c2)C(=O)N([C@@H](C)CO)C[C@H](C)[C@@H](CN(C)C(C)=O)O3)c1 | 7 | -1 | 4 | nt | -2 | 0 | 2 | -9[16.7 µM]
Cc1ccc(NC(=O)CN(C)CC(=O)Nc2cccc(F)c2)cc1[N+](=O)[O-] | nt | nt | -1 | 10 | 9 | nt | 0 | nt
Cc1cc(C)cc(NC(=O)C(=O)NCCc2c[nH]c3ccccc23)c1 | nt | 6 | 2 | -7 | 31 | -1 | -2 | -2
O=C(CSc1nncn1-c1ccccc1)Nc1c(F)cccc1F | 20 | -2 | -4 | 21 | -1 | 2 | 3 | 7
COc1ccc(CNC(=O)Nc2nc(C(N)CCc3ccccc3)cs2)cc1 (configuration not stated) | -8 | -2 | -13 | 5 | 7 | -1 | -1 | 1
COc1ccccc1N1CCN(C2CCCN(C(=O)c3cc(C(C)C)on3)C2)CC1 (configuration not stated) | -5 | 7 | -1 | -5 | -21 | -1 | -1 | 1
Cc1ccccc1S(=O)(=O)Cc1ccc(C(=O)NCCCN2CCCC(C)C2)o1 (configuration not stated) | 2 | -7 | 11 | 4 | nt | 0 | -25 | -5
O=C(c1ccccc1)N1N=C(C(F)(F)F)CC1(O)c1ccccc1 (configuration not stated) | 0 | 0 | -9 | -15 | 13 | 0 | -1 | 1
CN(Cc1ccccc1)c1ccc(S(=O)(=O)N2CCC(C(=O)O)CC2)cc1[N+](=O)[O-] | 15 | 8 | -1 | -5 | 6 | 6 | 0 | 3
C[C@@H](NC(=O)[C@H]1N[C@H]2c3ccc(C4=CCCCC4)c(=O)n3C[C@H]2[C@@H]1CO)c1ccccc1 | -3 | nt | nt | nt | 2 | 0 | 1 | 3[16.7 µM]
CCOC(=O)C1(C)CCCN1C(=O)c1ccc(OC)cc1 (configuration not stated) | 11 | 7 | -12 | 11 | 2 | 2 | 0 | 0

Screening data as filed in PubChem.
